# IDE exosite inh = exo-site inhibitors of human IDE, primary screen, biochemical, fluorescence anisotropy, probe displacement | z-score at 20 µM | purified IDE, FL-6b probe fluorescence polarization; active compounds read low | actives 6.3% (n = 17,000) | Insulin-degrading enzyme (Homo sapiens), P14735;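 active = z-score of -3 or lower, meaning strong loss of probe binding signal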;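 also: His-tagged human IDE residues 42-1019 made in E. coli with 30 nM FL-6b probe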
# Target sequence (P14735 42-1019 limits assumed): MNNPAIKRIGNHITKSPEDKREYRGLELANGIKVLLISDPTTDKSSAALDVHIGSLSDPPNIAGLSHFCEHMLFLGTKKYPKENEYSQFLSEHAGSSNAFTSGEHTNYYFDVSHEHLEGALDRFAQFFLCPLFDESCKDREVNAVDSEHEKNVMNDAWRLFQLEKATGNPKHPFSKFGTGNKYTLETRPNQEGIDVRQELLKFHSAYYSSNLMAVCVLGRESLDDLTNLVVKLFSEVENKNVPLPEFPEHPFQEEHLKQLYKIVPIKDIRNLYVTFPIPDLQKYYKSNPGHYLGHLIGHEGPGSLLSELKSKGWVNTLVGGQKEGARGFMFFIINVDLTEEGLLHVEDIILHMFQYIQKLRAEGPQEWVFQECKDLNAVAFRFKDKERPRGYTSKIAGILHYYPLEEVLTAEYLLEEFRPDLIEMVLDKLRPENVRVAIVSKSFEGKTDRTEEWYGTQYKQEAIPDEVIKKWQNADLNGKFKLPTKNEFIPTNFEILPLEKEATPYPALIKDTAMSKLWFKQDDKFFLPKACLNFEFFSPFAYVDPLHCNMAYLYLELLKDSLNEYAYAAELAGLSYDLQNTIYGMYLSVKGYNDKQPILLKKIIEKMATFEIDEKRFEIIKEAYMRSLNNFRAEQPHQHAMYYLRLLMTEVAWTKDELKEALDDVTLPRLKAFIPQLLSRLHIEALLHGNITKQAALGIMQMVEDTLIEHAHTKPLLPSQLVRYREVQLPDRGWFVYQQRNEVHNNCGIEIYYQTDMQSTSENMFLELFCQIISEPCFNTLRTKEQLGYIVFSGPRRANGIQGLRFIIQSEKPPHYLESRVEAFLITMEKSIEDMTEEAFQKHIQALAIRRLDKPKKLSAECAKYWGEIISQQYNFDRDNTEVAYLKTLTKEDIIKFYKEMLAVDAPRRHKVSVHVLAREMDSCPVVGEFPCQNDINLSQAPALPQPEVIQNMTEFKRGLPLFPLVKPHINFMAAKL
# An asterisk follows results filed as active; & = joins results of further samples. A portion of the library; the hit share may differ from the screen's.
SMILES,IDE exosite inh
C[C@H](CO)N1C[C@H](C)[C@H](CN(C)S(=O)(=O)c2cn(C)cn2)Oc2c(NC(=O)Nc3ccc(C(F)(F)F)cc3)cccc2C1=O,-0.31
COc1ccc2c3c(n(C)c2c1)[C@H](CO)N(Cc1cccc(F)c1)CC31CCN(C(=O)Cc2ccccc2)CC1,-3.7*
C/C=C/c1ccccc1[C@@H]1[C@@H](CO)N(c2ncc(CC)s2)[C@H]1C#N,-0.05
CC(C)CC#Cc1ccc([C@H]2[C@H]3CN(C(=O)Nc4cc(F)ccc4F)CC(=O)N3[C@H]2CO)cc1,0.59
O=C1CCCc2cnnn2COC[C@@H](c2ccccc2)N1,-0.86
COc1ccc2c3c(n(C)c2c1)[C@@H](CO)N(C(=O)C1CCOCC1)CC31CCN(C(=O)c2ccncc2)CC1,-0.64
COc1ccc(NC(=O)N2C[C@@H]3N[C@H](C2)C3c2ccc(-c3cccc(F)c3)cc2)cc1 (some centres undefined),2.2
COCc1cn(CC[C@@H]2CC[C@@H](NC(=O)Nc3c(C)noc3C)[C@H](CO)O2)nn1,-0.021
COCC#Cc1ccc([C@@H]2[C@H]3CN(C(=O)c4ccncc4)CC(=O)N3[C@H]2CO)cc1,-0.96
CC(C)(O)C#Cc1cccc(-c2nc(C(=O)N[C@@H]3CCN(Cc4ccccc4)C3)cc3c2[C@H](CCO)N(S(=O)C(C)(C)C)C3)c1 (some centres undefined),2.2
O=C(C[C@H]1C[C@H]2c3cc(NC(=O)NC4CCCC4)ccc3O[C@H]2[C@H](CO)O1)NCc1ccccc1F,-1.1
Cc1ccccc1-c1cnc2c(c1)C(=O)N([C@@H](C)CO)C[C@@H](C)[C@H](CN(C)Cc1ccccc1F)O2,0.12
C/C=C/c1ccc([C@@H]2[C@@H](CO)N3C(=O)CN(C(=O)c4cccc(F)c4)C[C@@H]23)cc1,0.96
CN(C[C@H]1[C@H](c2ccccc2)[C@@H](CO)N1C(=O)C1CC1)C(=O)c1ccccn1,1.7
COc1cccc(S(=O)(=O)N(C)C[C@@H]2Oc3cc(Br)ccc3S(=O)(=O)N([C@@H](C)CO)C[C@@H]2C)c1,0.2

# The closing 4 records of the part before come first, to join the parts.
SMILES,IDE exosite inh
Cc1ccccc1-c1cnc2c(c1)C(=O)N([C@@H](C)CO)C[C@@H](C)[C@H](CN(C)Cc1ccccc1F)O2,0.12
C/C=C/c1ccc([C@@H]2[C@@H](CO)N3C(=O)CN(C(=O)c4cccc(F)c4)C[C@@H]23)cc1,0.96
CN(C[C@H]1[C@H](c2ccccc2)[C@@H](CO)N1C(=O)C1CC1)C(=O)c1ccccn1,1.7
COc1cccc(S(=O)(=O)N(C)C[C@@H]2Oc3cc(Br)ccc3S(=O)(=O)N([C@@H](C)CO)C[C@@H]2C)c1,0.2
COC(=O)C[C@@H]1CC[C@H]2[C@@H](COC[C@H](O)CN2S(=O)(=O)c2ccccc2OC)O1,0.36
CC(C)CC#Cc1ccc([C@@H]2[C@@H](CO)N3C(=O)CN(S(C)(=O)=O)C[C@H]23)cc1,2.2
CN(C)CC(=O)N1C[C@@H]2N[C@H](C1)C2c1ccc(C2=CCCCC2)cc1 (some centres undefined),0.7
Cc1cccc(-c2ccc([C@H]3[C@@H](CO)N4CCCCN(S(=O)(=O)c5ccccc5C)C[C@H]34)cc2)c1,-0.56
CN(C)CC#Cc1ccc([C@H]2[C@@H](CO)N3C(=O)CN(C(=O)c4ccc(F)cc4)C[C@H]23)cc1,1.5
N#Cc1ccc(-c2ccc(C3[C@@H]4CN(S(=O)(=O)c5ccccc5F)C[C@H]3N4)cc2)cc1 (some centres undefined),0.033&5
Cc1ccc(S(=O)(=O)N2CC[C@@H]3[C@H]2c2cc(-c4ccccc4F)ccc2N(C)[C@H]3CO)cc1,0.75
CCCNC(=O)N1CC2(CCN(C(=O)Nc3cccc(F)c3)CC2)c2c(n(C)c3cc(OC)ccc23)[C@H]1CO,-2.4
COc1ccccc1NC(=O)N1CC(=O)N2[C@H](CO)[C@@H](c3ccc(C#CCC(C)C)cc3)[C@@H]2C1,1.3
N#C[C@H]1[C@@H](c2ccc(C3=CCCC3)cc2)[C@@H](CO)N1S(=O)(=O)c1ccccc1,0.37
C[C@@H]1CN([C@@H](C)CO)C(=O)CCCn2cc(nn2)CO[C@H]1CN(C)C(=O)Nc1cccc2ccccc12,0.15
C[C@H]1CCCCO[C@@H](CN(C)CC2CCCCC2)[C@@H](C)CN([C@@H](C)CO)C(=O)c2cc(NS(C)(=O)=O)ccc2O1,0.17
CC[C@H]1C/C=C\C[C@@H](c2ccc(OC)cc2OC)NC(=O)[C@@H](C)CC(=O)N1,0.93
CC=Cc1ccc2n(c1=O)C[C@@H]1[C@@H](CO)[C@H](C(=O)N(C)C)N(C(=O)CC)[C@H]21 (mixture of isomers),1.1
COc1cccc(S(=O)(=O)N2CCCCN3[C@H](C2)[C@@H](c2ccc(C#CCC(C)C)cc2)[C@@H]3CO)c1,-0.44
OC[C@@H]1[C@H](c2ccc(C#Cc3cccnc3)cc2)[C@H]2CN(Cc3ccccc3F)CCCCN12,-1.1
C[C@H]1CN([C@@H](C)CO)C(=O)CCCn2nncc2CO[C@H]1CN(C)C(=O)Nc1ccc(-c2cccs2)cc1,-0.085
O=C(NC[C@H]1[C@@H](c2ccccc2)[C@H](CO)N1C(=O)Cc1cccnc1)C1CCC1,0.87
CCC(=O)N(C)C[C@H]1[C@H](c2ccc(-c3cccnc3)cc2)[C@@H](CO)N1C(C)=O,2.7
COc1ccc(S(=O)(=O)N2CCCCN3[C@H](C2)[C@H](c2ccc(C#CC(C)C)cc2)[C@@H]3CO)cc1,3
N#C[C@H]1[C@@H](c2ccc(C#CC3CCCCC3)cc2)[C@H](CO)N1S(=O)(=O)c1ccccc1,1.4
CCS(=O)(=O)N1CCCCN2[C@H](CO)[C@@H](c3ccc(-c4ccccc4C)cc3)[C@@H]2C1,-18*
O=C(Cc1ccncc1)NCC[C@H]1CC[C@H](NS(=O)(=O)c2ccccc2Cl)[C@@H](CO)O1,0.52
CN(C)CC#Cc1ccc([C@@H]2[C@H]3CN(C(=O)NC4CCCC4)CCCCN3[C@H]2CO)cc1,2.8
COCC#Cc1ccc([C@@H]2[C@H]3CN(C(=O)COC)CCCCN3[C@H]2CO)cc1,0.85
CO[C@@H]1CN(C)C(=O)c2cc(NC(=O)c3ccc(Oc4ccccc4)cc3)ccc2OC[C@@H](C)NC[C@@H]1C,-11*
COc1ccc(C#Cc2ccc3c(c2)[C@@H]2[C@@H](CCN2C(=O)C2CCOCC2)[C@@H](CO)N3)cc1,2.7
Cc1nn(C)cc1NC(=O)C[C@@H]1CC[C@@H]2[C@@H](COc3ccc(NC(=O)C4CCOCC4)cc3C(=O)N2C)O1,-1.3
COCC(=O)Nc1ccc2c(c1)OC[C@H](C)N(C)C[C@H](C)[C@@H](OC)CN(C)C2=O,0.74
COCC#Cc1ccc([C@H]2[C@H]3CN(S(=O)(=O)c4ccccc4F)CCCCN3[C@H]2CO)cc1,0.68
N#C[C@@H]1[C@H](c2ccccc2-c2cccc(F)c2)[C@H](CO)N1C(=O)Nc1cc(F)ccc1F,0.55
C/C=C/c1ccc([C@@H]2[C@@H](CO)N[C@@H]2CN(CC)C(=O)c2ccccn2)cc1,3.7
C/C=C/c1ccc([C@H]2[C@H]3CN(CCC(F)(F)F)CCCCN3[C@H]2CO)cc1,1.2
O=C(Nc1cccc(F)c1)N1[C@@H]2CNC[C@H]1C2c1ccc(-c2ccncc2)cc1 (some centres undefined),1.1
CCCC#Cc1ccc([C@@H]2[C@@H](CO)N3CCCCN(S(C)(=O)=O)C[C@@H]23)cc1,3.7
COC(=O)c1ccc(CN2CC(=O)N3[C@@H](CO)[C@H](c4ccc(-c5ccc(OC)cc5)cc4)[C@@H]3C2)cc1,4.5
COCC(=O)N1CC2(CN(Cc3ccccc3)C2)c2c(n(C)c3cc(OC)ccc23)[C@H]1CO,-0.7
COc1ccc2c3c(n(C)c2c1)[C@@H](CO)N(C(=O)C1CCOCC1)CC31CN(C(=O)Nc2cccc(F)c2)C1,0.16
O=C1CN(S(=O)(=O)Cc2ccccc2)C[C@@H]2[C@@H](c3ccc(C#Cc4cccnc4)cc3)[C@H](CO)N12,-1.8
O=C(Cc1cccnc1)N1CC(=O)N2[C@H](C1)[C@H](c1ccc(C#CC3CC3)cc1)[C@@H]2CO,-1.5
COCC(=O)N(C)C[C@H]1[C@H](c2ccc(-c3cccnc3)cc2)[C@@H](CO)N1C(C)=O,0.65
O=S(=O)(Cc1ccccc1)N1CCCCN2[C@H](C1)[C@@H](c1ccc(C#Cc3ccccc3)cc1)[C@@H]2CO,-1.9
COCC#Cc1ccc([C@H]2[C@H]3CN(C(=O)C4CCC4)CC(=O)N3[C@H]2CO)cc1,2.7
COc1cccc(NC(=O)N2CC(=O)N3[C@H](CO)[C@H](c4ccc(C#CC5CCCCC5)cc4)[C@@H]3C2)c1,3.8
COc1cccc(-c2ccc3n(c2=O)C[C@H]2[C@H](CO)[C@@H](C(=O)N(C)C)[C@@H]3N2C(=O)c2ccccn2)c1,0.73

# Arranged by SMILES length (low to high): four of the compounds above.
SMILES,IDE exosite inh
O=C(Nc1cccc(F)c1)N1[C@@H]2CNC[C@H]1C2c1ccc(-c2ccncc2)cc1 (some centres undefined),1.1
COCC(=O)N(C)C[C@H]1[C@H](c2ccc(-c3cccnc3)cc2)[C@@H](CO)N1C(C)=O,0.65
O=C(Cc1cccnc1)N1CC(=O)N2[C@H](C1)[C@H](c1ccc(C#CC3CC3)cc1)[C@@H]2CO,-1.5
COc1ccc2c3c(n(C)c2c1)[C@@H](CO)N(C(=O)C1CCOCC1)CC31CN(C(=O)Nc2cccc(F)c2)C1,0.16

# Carrying on:
SMILES,IDE exosite inh
OC[C@@H]1[C@@H](c2ccc(-c3cccnc3)cc2)[C@@H]2CN(Cc3ccccn3)CCCCN12,-2.9
CCCC#Cc1ccc([C@H]2[C@H]3CN(Cc4ccncc4)CCCCN3[C@H]2CO)cc1,-1.2
CC(C)CC#Cc1ccc([C@H]2[C@H]3CN(C(=O)Cc4cccnc4)CC(=O)N3[C@H]2CO)cc1,-0.051
CN1CCCCN2[C@H](C1)[C@H](c1ccc(C#Cc3ccccc3F)cc1)[C@@H]2CO,-3.9*
CN(C)C(=O)c1ccc(-c2ccc([C@H]3[C@H](CO)N4CCCCN(CC5CC5)C[C@@H]34)cc2)cc1,2.9
C/C=C/c1ccc([C@H]2[C@@H](CO)N3CCCCN(C(=O)Nc4ccc(F)cc4)C[C@H]23)cc1,3.5
COCCNC(=O)C[C@@H]1C[C@@H]2c3cc(NC(=O)CN(C)C)ccc3O[C@@H]2[C@@H](CO)O1,-1.2
COc1ccc2c3c(n(C)c2c1)[C@@H](CO)N(CC1CC1)CC31CN(Cc2ccc(F)cc2)C1,0.41
CCC(=O)N1Cc2cc(C(=O)N3CCCCC3)nc(-c3cccc(-c4cccnc4)c3)c2[C@H]1CCO,-0.99
CCC(=O)N1C[C@H]2[C@@H](c3ccccc31)[C@H](CO)N2C(=O)CC1CC1,2.1
COc1ccc(-c2ccc([C@H]3[C@H](CO)N4C(=O)CNC[C@@H]34)cc2)cc1,0.36
O=C(c1ccncc1)N1C[C@@H]2N[C@H](C1)C2c1ccc(-c2ccncc2)cc1 (some centres undefined),3.2
C[C@@H]1CCCCO[C@@H](CN(C)C(=O)C2CCCCC2)[C@H](C)CN([C@@H](C)CO)C(=O)c2cc(NS(=O)(=O)c3ccccc3)ccc2O1,1.1
CCNC(=O)[C@@H]1[C@@H](CO)[C@@H]2Cn3c(cccc3=O)[C@@H]2N1C(=O)CC1CC1,-0.026
OC[C@H]1[C@@H](c2ccc(/C=C/c3ccccc3)cc2)[C@@H]2CN(Cc3ccncc3)CCCCN12,-7.9*
C[C@H](NC(=O)C[C@@H]1CC[C@H]2[C@@H](COC[C@H](O)CN2C(=O)Nc2cccc(Cl)c2)O1)c1ccccc1,1.4
OC[C@H]1Nc2ccc(C#Cc3ccc(F)cc3)cc2[C@@H]2[C@H]1CCN2Cc1ccc2c(c1)OCO2,2.4
COc1ccc(CN2C[C@H](O)COC[C@H]3O[C@@H](CC(=O)N(C)C)CC[C@@H]32)cc1,-0.8
C/C=C/c1ccc([C@H]2[C@@H](CNC(=O)CC)N(C(=O)CC)[C@H]2CO)cc1,2.7
C[C@H](CO)N1C[C@H](C)[C@H](CN(C)C(=O)CN2CCOCC2)Oc2ncc(-c3ccncc3)cc2C1=O,-1
CO[C@@H](CN(C)S(=O)(=O)c1cccc(Cl)c1)[C@H](C)CN(C(=O)Nc1ccccc1F)[C@@H](C)CO,1
CC(=O)NC[C@H]1[C@@H](c2ccc(-c3cccnc3)cc2)[C@@H](CO)N1C(=O)C1CC1,2
N#C[C@H]1[C@@H](c2ccc(-c3ccncc3)cc2)[C@@H](CO)N1C(=O)C1CC1,1.3
C/C=C/c1ccc([C@H]2[C@@H](CO)N(C(=O)C3CC3)[C@@H]2CNC(=O)NC(C)C)cc1,1.2
N#C[C@@H]1[C@@H](c2ccc(C3=CCCCC3)cc2)[C@@H](CO)N1C(=O)c1ccccn1,2.8
Cc1ccc(S(=O)(=O)Nc2ccc3c(c2)CC(=O)N([C@H](C)CO)C[C@H](C)[C@@H](CN(C)S(=O)(=O)c2ccccc2)O3)cc1,1.6
O=C(C[C@H]1CC[C@@H](NC(=O)C2CCOCC2)[C@H](CO)O1)NCC1CCCCC1,2
Cc1ccc(S(=O)(=O)N2C[C@@H]3N[C@H](C2)C3c2ccc(-c3ccc(C(=O)N(C)C)cc3)cc2)cc1 (some centres undefined),1.1
O=C(CN1CCOCC1)N1CCCCN2[C@H](CO)[C@@H](c3ccc(C#Cc4ccccc4F)cc3)[C@@H]2C1,-2.9
COCC#Cc1ccc([C@H]2[C@@H](CO)N3CCCCN(S(=O)(=O)c4ccccc4F)C[C@@H]23)cc1,1.8
COc1ccc2c3c(n(C)c2c1)[C@H](CO)N(C(=O)Nc1cccc(F)c1)CC31CN(Cc2nccs2)C1,0.26
CCC(=O)N1C[C@H](C)[C@H](OC)CN(C)C(=O)c2ccc(NC(=O)CC(F)(F)F)cc2OC[C@H]1C,0.55
O=C(C[C@H]1CC[C@@H]2[C@H](COC[C@H](O)CN2Cc2nccs2)O1)NCc1ccccc1Cl,1.9
COCC(=O)N1CC(=O)N2[C@H](CO)[C@H](c3ccc(C#CCc4ccccc4)cc3)[C@H]2C1,-2.9
